Assay outcomes from PubChem BioAssay.
CBFb RUNX1 block: inhibitors of human CBF-beta and RUNX1 interaction. Q01196+Q13951. AlphaScreen CBFb-His/RUNX1-biotin binding, biochemical. Potency, µM (doses to about 59.8 µM), for inactives: at the highest dose activity, negative = inhibition, actives largely listed as inhibitors. 230,000 tested, under 10 active. AID 1477; further: % of control where 0% means no effect
Target sequence (Q01196 whole entry, looked up): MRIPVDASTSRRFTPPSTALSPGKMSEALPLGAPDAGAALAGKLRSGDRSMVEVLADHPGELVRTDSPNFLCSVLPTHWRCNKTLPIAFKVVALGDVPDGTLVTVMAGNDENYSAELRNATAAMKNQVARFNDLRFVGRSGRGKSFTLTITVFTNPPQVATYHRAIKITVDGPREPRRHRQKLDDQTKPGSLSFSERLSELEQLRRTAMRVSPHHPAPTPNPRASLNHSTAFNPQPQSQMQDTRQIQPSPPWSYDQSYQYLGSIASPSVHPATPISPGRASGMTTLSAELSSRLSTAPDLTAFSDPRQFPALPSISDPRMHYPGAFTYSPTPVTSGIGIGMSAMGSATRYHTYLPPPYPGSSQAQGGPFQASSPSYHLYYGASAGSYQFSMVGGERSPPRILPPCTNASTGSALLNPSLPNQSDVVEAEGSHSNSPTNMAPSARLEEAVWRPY
Target sequence (Q13951 whole entry, looked up): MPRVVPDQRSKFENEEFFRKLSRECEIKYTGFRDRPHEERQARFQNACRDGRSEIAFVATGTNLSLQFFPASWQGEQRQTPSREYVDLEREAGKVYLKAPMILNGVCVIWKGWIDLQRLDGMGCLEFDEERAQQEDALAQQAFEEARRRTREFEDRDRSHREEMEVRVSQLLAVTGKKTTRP
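Compounds were screened at multiple concentrations against a preformed CBF-beta(His)/RUNX1(biotin) complex (30 nM of each) for 15 min at room temperature, followed by 90 min with nickel and streptavidin beads and AlphaScreen reading.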
NPSR antagonist: antagonists of human neuropeptide S receptor cAMP signaling; CHO-NPSR cells, cAMP TR-FRET, antagonist mode; 1% of 220,000 active; AID 1461; Potency, µM (highest dose often 38.3 µM), for the others: top-dose activity change, negative = inhibition, most hits filed as inhibitors; further: potency means the concentration at half of the fitted maximal effect; on the % scale 0 is the no-effect control and ±100 the full control effect; nearly all actives have a fitted effect of over 50% in size; many of its hits are not listed in these tables
Target sequence (Q6W5P4 whole entry, looked up): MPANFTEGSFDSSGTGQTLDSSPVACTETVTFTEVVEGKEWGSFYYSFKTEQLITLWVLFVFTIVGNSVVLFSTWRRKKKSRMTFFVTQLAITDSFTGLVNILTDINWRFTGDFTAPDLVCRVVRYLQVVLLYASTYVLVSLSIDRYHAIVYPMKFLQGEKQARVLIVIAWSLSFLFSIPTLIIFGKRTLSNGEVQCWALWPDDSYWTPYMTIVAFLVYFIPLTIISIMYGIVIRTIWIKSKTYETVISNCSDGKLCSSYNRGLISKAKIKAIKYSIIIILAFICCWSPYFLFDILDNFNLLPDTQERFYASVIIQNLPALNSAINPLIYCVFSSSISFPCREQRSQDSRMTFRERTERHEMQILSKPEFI
IMPase Li cell: membrane-permeable IMPase blocker, potentiated with lithium; CHO-M1 cells, IP1 TR-FRET (IP-One), carbachol + lithium; Potency, µM (series often up to 59.4 µM), inactives show at the top dose activity, negative = IMPase inhibition, actives largely listed as inhibitors; 0.35% of 210,000 active; AID 1457;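 further: IP1 builds up when IMPase is blocked and the TR-FRET signal falls; potency means the concentration at half of the fitted maximal effect; plate controls were basal vehicle for no effect and high inhibitor control for full effect; nearly all actives have a fitted effect of over 50% in size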
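Readout is a homogeneous TR-FRET IP1 immunoassay (Ex 320, Em 665 and 620), where raised cytosolic IP1 lowers signal. Cells were CHO-M1 treated 30 min at 37C with test compounds plus a little lithium; AC50 values came from Hill-equation fitting.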
Lamin A splicing: modulators of lamin A splicing; HeLa LMNA splicing GFP/RFP minigene ratio, 48 h; Potency, µM (top dose mostly 46.1 µM), without a hit: at the top dose ratio change, negative = inhibition, actives largely listed as inhibitors; 0.01% of 200,000 active; AID 1487; active means well fitted inhibition curve with a large enough effect in the signal ratio, with a control signal flat, not every such curve was filed as active; inconclusive means small, poorly fitted or top-dose-only effect, or effect the other way, or a change in a side signal; the % refers to the signal ratio; further: potency means the concentration at half of the fitted maximal effect; on the % scale 0 is the no-effect control and ±100 the full control effect
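Read-out is the ratio of GFP to DsRed2 object intensity, acquired by 488 nm laser-scanning cytometry on HeLa lamin A-EGFP minigene reporter cells. Compound incubation 48 hrs at 37 °C in Opti-MEM with 2% FBS; DMSO 0.5% final.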
GLA spleen mod: alpha-galactosidase A (human) modulation. human spleen homogenate, 4MU-alpha-Gal fluorescence, 40 min. Potency, µM (highest dose often 80 µM), for inactives: at the top dose activity change, negative = inhibition, actives largely listed as inhibitors. 0.008% of 240,000 active. AID 2107;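 further: potency means the concentration at half of the fitted maximal effect; 0% = enzyme with vehicle and -100% = no enzyme basal signal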
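Fluorogenic readout (Ex 365/Em 440 nm) of 4-methylumbelliferone released from 1 mM 4-MU-alpha-galactoside by spleen homogenate, 40 min at 37C, pH 5.0. Data normalized to no-enzyme and enzyme controls; Hill-equation AC50 from compound titrations.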
Epigenetic reg: derepresses silenced GFP reporter in murine cells. murine LDR cells, GFP reporter derepression, 30 h. Potency, µM (series often up to 53.9 µM), for inactives: top-dose GFP activation, most hits filed as activators. 0.2% of 280,000 active. AID 1865; further: potency means the concentration at half of the fitted maximal effect; % of control where 0% means no effect; nearly all actives have a fitted effect of over 60% in size
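In this reporter-derepression format, murine cells bearing a silenced integrated CMV-GFP locus incubate with test compound (30 h, 37 C), then are washed and imaged; fluorescent objects of 20–120 um count as induced cells.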
KinaseGlo FLuc: Kinase-Glo luciferase inhibition (counter-screen). 0.28% of 200,000 active. Kinase-Glo luciferase, ATP luminescence, 8 min. Potency, µM (series often up to 38.3 µM), inactives show top-dose activity change, negative = inhibition, actives largely listed as inhibitors. Q27757; further: potency means the concentration at half of the fitted maximal effect; on the % scale 0 is the no-effect control and ±100 the full control effect; nearly all actives have a fitted effect of over 60% in size
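Compound is pinned into ATP-containing buffer (10 uM ATP, imidazole pH 7.2, 7 mM MgCl2). Kinase-Glo luciferase reagent is then added. Light output is recorded following an 8-min room-temperature incubation.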
An asterisk follows results filed as active; u = inconclusive; x = no result given; [ ] = remark or other dose. Unless noted, the call rests on the fitted dose curve; in most records, active means well fitted curve in the direction sought with a large enough effect; inconclusive means small, poorly fitted or top-dose-only effect, or another doubt; inactive means no such curve, though single readings can be large; an effect the other way counts as inactive or inconclusive.

SMILES	CBFb RUNX1 block	NPSR antagonist	IMPase Li cell	Lamin A splicing	GLA spleen mod	Epigenetic reg	KinaseGlo FLuc
Cc1ccc(-n2c(Cc3cccs3)nnc2SCC(=O)OC(C)C)cc1	21%	u	6%[38.3 µM]	-5%	u	-2.4%	-1%
O=C1NC(c2ccc(-c3ccccc3[N+](=O)[O-])o2)C(C(=O)c2ccc(Cl)cc2)C(O)(C(F)(F)F)N1 (configuration not stated)	-13%	-27%	1%	-9%	4%	-1.0%	-1%
Cc1cc(C2CC(=O)Nc3ccccc3S2)c(C)s1 (configuration not stated)	5%	-2%	x	x	1%	1.5%	x
O=c1ccc(NS(=O)(=O)c2ccccc2Cl)cn1Cc1ccc(Cl)c(Cl)c1	-4%	-18%	-2%	24%[9.22 µM]	0%	-5.3%	1%
Nc1nc(SCC(=O)Nc2cc(-c3ccccc3)nn2-c2ccccc2)n[nH]1	4%	-5%[46.1 µM]	3%[38.3 µM]	-10%	9%	0.0%	-8%
O=C1C2C3C=CC(C3)C2C(=O)N1c1ccc2c(c1)CCC2 (configuration not stated)	-2%	0%[46.1 µM]	2%[38.3 µM]	15%	-21%	-1.2%	-1%
CCN(CC)S(=O)(=O)c1cc(NC(=O)CSc2nnc(-c3cccs3)o2)ccc1C	-1%	12%	6%	-4%	-11%	0.0%	0%
CC(C)(C)NC(=O)C(c1ccncc1)N(Cc1ccc(F)cc1)C(=O)c1ccc(-c2ccccc2)[nH]1 (configuration not stated)	-18%	-49%	2%	x	-6%	-4.8%	-3%
O=C(O)c1c(-c2ccc(Cl)cc2)cn2ccccc12	21%	-17%	3%	x	7%	-2.2%	-4%
Cc1cccc(NC(=S)N(CCN(C)C)Cc2cc3cc(C)ccc3[nH]c2=O)c1	-17%	36%	6%	0%[9.22 µM]	-4%	-1.0%	-9%
Cc1ccc(C)c(NC(=S)N(Cc2ccc(Cl)cc2)Cc2ccc(C(=O)O)cc2)c1	-10%	-55%	6%	x	-3%	-1.3%	x
CCOC(=O)C1(Cc2ccc(OC)cc2)CCN(C(=O)C2=CCCC2)CC1	0%	-23%	6%	23%[46 µM]	-3%	1.4%	-1%
Cc1cccc(-n2c(C)cc(/C=N/NC(=O)c3ccc(CN4CCOCC4)cc3)c2C)c1	-17%	0%[46.1 µM]	9%	u	0%	-2.2%	-1%
c1ccc(-c2cn3nc4c(nc3n2)CCCC4)cc1	-11%	-9%[46.1 µM]	-17%[38.3 µM]	-4%	11%	13%	14µM*
COc1cccc(Cn2c(=O)c(-c3cccs3)nc3cnc(N4CCN(C)CC4)nc32)c1	x	x	21%	x	5%	x	0%
NS(=O)(=O)c1ccc(NC(=O)CSc2nc3ccccc3[nH]2)cc1	-1%	20%	-4%	x	5%	-2.1%	-2%
Cc1ccc(Oc2cc(N3CCOCC3)nc(-c3ccccc3)n2)cc1	1%	-11%[46.1 µM]	-7%[38.3 µM]	-13%	-3%	1.1%	-4%
C#CCOCCOCCOCCNc1nc(N2CCN(C(=O)[C@H]([C@@H](C)CC)n3cc([C@@H](N)CO)nn3)CC2)nc(N2CCN(C(=O)[C@H]([C@@H](C)CC)n3cc([C@@H](N)Cc4ccc(O)cc4)nn3)CC2)n1	1%	-34%	6%	x	4%	-0.8%	x
CCCc1cc(=O)n2[nH]c(C)c(-c3ccccc3)c2n1	1%	1%[46.1 µM]	x	-13%	-8%	-5.7%	x
CC(NS(C)(=O)=O)C(c1cccs1)N1CCN(c2ccc(F)cc2)CC1 (configuration not stated)	-7%	-1%[46.1 µM]	-3%	-7%	-24%	-0.9%	5%
O=C1CCCC2=C1C(c1c(Cl)nc3sccn13)C1=C(CCCC1=O)N2	3%	-9%[46.1 µM]	23%[38.3 µM]	10%	-2%	2.8%	0%
Cc1ccc(CNC(=O)c2ccc(NS(=O)(=O)c3c(C)noc3C)cc2)cc1	7%	-8%[46.1 µM]	-14%[38.3 µM]	1%	1%	-1.8%	-5%
CCOC(=O)C1C(=O)C(C(C)=O)C(=O)CC1CC(C)SCC (configuration not stated)	6%	u	20%[38.3 µM]	-5%	3%	-1.0%	1%
COc1ccc(C2CC(c3ccc(OC)cc3)n3nc(NC(=O)c4cccs4)nc3N2)cc1 (configuration not stated)	-14%	-14%[46.1 µM]	2%[38.3 µM]	u	8%	-0.4%	-3%
Cc1nn(CC#N)c(=O)n1-c1ccccc1	3%	u	28%[38.3 µM]	-3%	0%	-6.8%	-3%

5 entries from above, ordered by their value in IMPase Li cell, largest number first.
| SMILES | IMPase Li cell |
| --- | --- |
| CCOC(=O)C1(Cc2ccc(OC)cc2)CCN(C(=O)C2=CCCC2)CC1 | 6% |
| CC(C)(C)NC(=O)C(c1ccncc1)N(Cc1ccc(F)cc1)C(=O)c1ccc(-c2ccccc2)[nH]1 (configuration not stated) | 2% |
| O=C1NC(c2ccc(-c3ccccc3[N+](=O)[O-])o2)C(C(=O)c2ccc(Cl)cc2)C(O)(C(F)(F)F)N1 (configuration not stated) | 1% |
| O=c1ccc(NS(=O)(=O)c2ccccc2Cl)cn1Cc1ccc(Cl)c(Cl)c1 | -2% |
| NS(=O)(=O)c1ccc(NC(=O)CSc2nc3ccccc3[nH]2)cc1 | -4% |

Complete entries, looked up by structure. Order of values: CBFb RUNX1 block, NPSR antagonist, IMPase Li cell, Lamin A splicing, GLA spleen mod, Epigenetic reg, KinaseGlo FLuc
Entry for CCN(CC)S(=O)(=O)c1cc(NC(=O)CSc2nnc(-c3cccs3)o2)ccc1C : -1%, 12%, 6%, -4%, -11%, 0.0%, 0%
Entry for Cc1nn(CC#N)c(=O)n1-c1ccccc1 : 3%, u, 28%[38.3 µM], -3%, 0%, -6.8%, -3%

The main list resumes with the two entries that preceded the break.
SMILES	CBFb RUNX1 block	NPSR antagonist	IMPase Li cell	Lamin A splicing	GLA spleen mod	Epigenetic reg	KinaseGlo FLuc
COc1ccc(C2CC(c3ccc(OC)cc3)n3nc(NC(=O)c4cccs4)nc3N2)cc1 (configuration not stated)	-14%	-14%[46.1 µM]	2%[38.3 µM]	u	8%	-0.4%	-3%
Cc1nn(CC#N)c(=O)n1-c1ccccc1	3%	u	28%[38.3 µM]	-3%	0%	-6.8%	-3%
COc1ccc(NC(=O)C2CCN(S(=O)(=O)c3cccnc3)CC2)cc1Cl	7%[2.36 µM]	10%	-3%	6%	1%	-0.5%	-2%
C=C(C)CSc1nnc(-c2ccccc2)n1N	-1%	-5%[46.1 µM]	-5%[38.3 µM]	4%	-2%	0.0%	1%
CCOC(=O)c1c(C)c(C(=O)Nc2cc(OC)ccc2OC)c(C)n1CC	-16%	21%[46.1 µM]	4%[38.3 µM]	u	-1%	1.0%	-1%
CC1C(=O)CCN(C(C)C)C1C (configuration not stated)	9%	-2%[46.1 µM]	-3%[38.3 µM]	-4%	-26%	3.7%	-2%
C/C=C/C(=O)OCC(=O)Nc1ccc(SC(F)F)cc1	0%	-1%	8%	-15%[46 µM]	-15%	-3.1%	-1%
CCC(C)Sc1nc2c(c(=O)n1C)SC(C)C2 (configuration not stated)	5%	-19%[46.1 µM]	25%[38.3 µM]	-12%	-1%	0.0%	1%
N#Cc1c(NC(=O)C2CC(c3ccccc3O)=NO2)sc2c1CCC2 (configuration not stated)	2%	-3%	2%	-14%	-1%	-1.1%	2%
CC(C(=O)O)n1cc(Cl)cn1 (configuration not stated)	1%	20%	-8%	x	2%	-2.4%	0%
CCCCCCn1c(CN2CCCCC2C)nc2c1c(=O)n(C)c(=O)n2C (configuration not stated)	3%	-24%[46.1 µM]	2%	-12%	-1%	0.0%	-1%
O=C(COc1ccccc1)Nc1nnc(-c2ccccc2)o1	u	-14%[46.1 µM]	7%[38.3 µM]	-12%	4%	-0.2%	-2%
Cc1cccc(NC(=S)N2CCN(S(=O)(=O)c3cccc(F)c3)CC2)c1	-9%	-28%	9%	x	0%	-1.2%	1%
O=C(Cc1cc(=O)[nH]c(=O)[nH]1)NCc1ccc(Cl)cc1	1%[2.36 µM]	13%	6%	6%	1%	4.8%	1%
COc1cccc(CNC(=O)CCSCc2ccccc2F)c1	14%	-6%	1%	x	8%	0.0%	2%
Cc1onc(-c2ccccc2Cl)c1C(=O)Nc1ccccc1C(=O)NC(C)C	0%	-22%[46.1 µM]	22%[38.3 µM]	u	-10%	1.2%	3%
Oc1ccccc1C=NC1CCCCC1N=Cc1ccccc1O (configuration not stated)	-1%	-2%	7%	-20%[46 µM]	3%	1.0%	-2%
CCOC(=O)C1=C(C)Nc2nc3ccccc3n2C1c1ccncc1 (configuration not stated)	4%	-28%[46.1 µM]	19%[38.3 µM]	-13%	-5%	1.0%	1%
CC(N)=NCCCC[C@@H](N)C(=O)O	2%	7%[46.1 µM]	-3%	-15%	-2%	-0.1%	-1%
CC(=O)NNC(=O)CN1C(=O)/C(=C/c2ccccc2)SC1=S	6%	-7%	x	x	8%	6.2%	x
COc1ccc(CNC(=O)COC(=O)CCOc2ccccc2)cc1	1%	9%	3%	u	1%	0.7%	16%
CN(c1ccccc1)S(=O)(=O)c1ccc(C(=O)OCC(=O)N2CCOCC2)cc1	-5%	-3%[46.1 µM]	11%[38.3 µM]	1%	-3%	0.0%	1%
O=C(NNC(=S)Nc1ccccc1)Nc1ccccc1	4%	11%	4%	-9%[46 µM]	5%	-2.4%	0%
C=CCC(CC=C)(NC(=O)c1ccccc1C)c1ccccc1	0%	-8%[46.1 µM]	2%[38.3 µM]	1%	-4%	-1.1%	-2%
CCOC(=O)C1C(=O)N(C(=O)c2ccc(OC)cc2)CC1c1ccccc1 (configuration not stated)	8%	-9%[46.1 µM]	-28%[38.3 µM]	-3%	0%	1.1%	-1%
Cc1cccc(NC(=O)C2CCCC2)c1	15%	u	3%	-9%	-5%	-3.6%	-1%
Cc1ccc(NC(=O)Cc2ccccc2)c(C)c1	2%	6%	-1%	3%[9.22 µM]	-9%	-1.9%[10.1 µM]	0%

The list is partial (hit frequency here may not be typical).
